# ERb coact inh = inhibitors of ERβ-SRC1 coactivator interaction, primary screen, biochemical, TR-FRET, ERβ LBD, SRC-1 peptide | inhibition, % at 25.6 µM | TR-FRET ER-beta LBD / SRC1-Cy5 peptide binding; receptor agonist-loaded with 1 µM estradiol | hit rate 1.3% among 86,000 | Estrogen receptor beta (Homo sapiens), Q92731;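 active means compounds whose percent inhibition of the receptor-coactivator binding signal exceeds about 50% in the single-dose screen, limit read from the data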;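 further: 0% = receptor plus peptide wells without compound and 100% = peptide-only wells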
# Target sequence (Q92731 whole entry, looked up, the tested form may be a part): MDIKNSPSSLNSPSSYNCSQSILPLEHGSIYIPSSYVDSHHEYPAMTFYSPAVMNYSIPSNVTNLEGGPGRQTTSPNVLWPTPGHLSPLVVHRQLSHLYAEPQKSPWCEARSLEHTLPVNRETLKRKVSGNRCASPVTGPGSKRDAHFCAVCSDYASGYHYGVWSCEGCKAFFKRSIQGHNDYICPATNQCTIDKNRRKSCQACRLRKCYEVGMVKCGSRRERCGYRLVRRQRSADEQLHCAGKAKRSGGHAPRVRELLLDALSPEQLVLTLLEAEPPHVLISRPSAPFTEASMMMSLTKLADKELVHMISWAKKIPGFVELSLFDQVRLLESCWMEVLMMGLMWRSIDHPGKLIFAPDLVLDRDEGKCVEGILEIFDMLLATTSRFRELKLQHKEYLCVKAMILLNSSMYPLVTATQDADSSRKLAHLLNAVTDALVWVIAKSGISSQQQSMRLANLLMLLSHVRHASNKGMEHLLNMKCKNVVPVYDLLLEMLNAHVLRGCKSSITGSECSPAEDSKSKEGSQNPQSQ
# Plk1 PBD FP = Plk1 polo box domain binding inhibitors, primary screen, biochemical, fluorescence polarization. Serine/threonine-protein kinase PLK1 (Homo sapiens), P53350. inhibition, %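 (tested at about 20 µM)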. Plk1 PBD phosphopeptide binding. AID 693, 2007. hit rate 0.13% among 97,000; in the data active means inhibition above about 34%, passing the limit was not always enough
# ERa coact inh = ERα–SRC-1 coactivator interaction inhibitors, primary screen, biochemical, TR-FRET, ERα LBD, estradiol-bound; Estrogen receptor (Homo sapiens), P03372; TR-FRET ER-alpha LBD / SRC-1 peptide; inhibition, % at 25.6 µM; hit rate 1.7% among 86,000; in the data active means inhibition above about 50%;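 further: 0% = receptor plus peptide control and 100% = peptide only without receptor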
# Target sequence (P03372 whole entry, looked up, the tested form may be a part): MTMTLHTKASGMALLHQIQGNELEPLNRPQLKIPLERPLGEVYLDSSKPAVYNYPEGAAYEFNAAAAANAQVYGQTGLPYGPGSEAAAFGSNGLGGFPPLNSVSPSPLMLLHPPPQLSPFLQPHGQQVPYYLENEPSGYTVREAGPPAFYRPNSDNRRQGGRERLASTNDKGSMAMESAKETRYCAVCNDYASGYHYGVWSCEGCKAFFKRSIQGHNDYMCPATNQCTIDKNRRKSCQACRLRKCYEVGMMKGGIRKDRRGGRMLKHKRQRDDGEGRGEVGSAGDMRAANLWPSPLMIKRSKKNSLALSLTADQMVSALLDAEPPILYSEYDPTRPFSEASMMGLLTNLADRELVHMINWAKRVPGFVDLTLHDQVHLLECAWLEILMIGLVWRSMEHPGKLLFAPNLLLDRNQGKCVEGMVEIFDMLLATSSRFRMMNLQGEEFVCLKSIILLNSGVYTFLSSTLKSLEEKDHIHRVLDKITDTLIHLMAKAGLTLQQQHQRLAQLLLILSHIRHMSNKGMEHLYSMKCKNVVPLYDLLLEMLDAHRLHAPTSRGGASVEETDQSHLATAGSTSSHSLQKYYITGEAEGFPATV
# Mac1 fbg inh = inhibitors of CD11b/CD18 adhesion to fibrinogen, primary screen, K562 cells, luminescence; Integrin beta-2 (Homo sapiens) + Integrin alpha-M (Homo sapiens), P05107+P11215; ATPlite luminescence; Mn2+ added to activate the integrin; inhibition, % at 10 µM; hit rate 0.54% among 93,000; AID 1497, 2009;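 active means primary inhibition of 50% or more at 10 µM, then 40% or more on retest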; further: some results filed as inactive read as strong as hits
# ERa SRC1 pot = enhancers of ERα–SRC-1 coactivator binding, primary screen, biochemical, TR-FRET, ERα LBD, low estradiol; hit rate 1.3% among 86,000; coactivator binding (% of control), % at 25.6 µM; TR-FRET ERalpha-LBD/SRC-Cy5 coactivator binding, 2 h; 100 = basal binding, no effect; Estrogen receptor (Homo sapiens), P03372; AID 639, 2007; in the data active means activity above about 200%;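 further: binding measured in presence of low estradiol as agonist stimulus; 0% = peptide alone without receptor and 100% = receptor with peptide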
# PLK1 inh = human PLK1 kinase inhibitors, primary screen, biochemical, TR-FRET. inhibition, % at 10 µM. AID 619, 2007. recombinant PLK1 kinase, TR-FRET peptide phosphorylation. hit rate 0.53% among 97,000. Serine/threonine-protein kinase PLK1 (Homo sapiens), P53350;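 active means inhibition of 50% or more in the single-concentration screen; inactive means inhibition below 50%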;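 further: 0% = DMSO max control and 100% = H-89 dihydrochloride min control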
# Rev-RRE block = HIV-1 Rev-RRE binding inhibitors, primary screen, biochemical, FRET, protein-RNA interaction. P05866. hit rate 0.79% among 97,000. AID 704, 2007. Rev peptide-RRE RNA binding. inhibition, % at 8 µM;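 active means inhibition above the screen-wide mean plus 3 SD, cut at about 35% in these data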;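 further: 0% = median DMSO wells and 100% = median Neomycin B control wells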
#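 Material: labelled RRE RNA duplex and labelled Rev peptide / Buffer or medium: HEPES pH 7.5 salt buffer with EDTA / Compound dosing: single point, 8 µM final nominal compound concentration / Benchmarks: DMSO low control, neomycin B high control / Timing: 5 min preincubation and 15 min binding, 25 °C / Technique: FRET fluorescence readout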
# Mac1 fbg enh = enhancers of CD11b/CD18 adhesion to fibrinogen, primary screen, K562 cells, luminescence; Integrin beta-2 (Homo sapiens) + Integrin alpha-M (Homo sapiens), P05107+P11215; ATPlite luminescence; activation, % at 10 µM; hit rate 0.07% among 93,000; AID 1499, 2009;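 active means 10 µM primary screen giving 50% or more activity, confirmed by 40% or more on retest at that dose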; further: strong numbers were not always called active
# FAK blocker = FAK kinase inhibitors, primary screen, biochemical; biochemical FAK kinase activity assay; Focal adhesion kinase 1 (Homo sapiens), Q05397; hit rate 0.84% among 97,000; inhibition, %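 (tested at 7 µM)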; in the data active means inhibition above about 19%;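 further: 0% = DMSO and 100% = reference compound high control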
# An asterisk follows results filed as active; . = not tested or not shown; [ ] = remark or other dose.
ERb coact inh	Plk1 PBD FP	ERa coact inh	Mac1 fbg inh	ERa SRC1 pot	PLK1 inh	Rev-RRE block	Mac1 fbg enh	FAK blocker	mol
32	-10	4	18	63[fluorescence artefact?]	12	4	-1	0	O=C(Cc1ccc2c(c1)OCCO2)c1c(O)cc(O)cc1O
2	-15	-5	-2	134	-11	4	-4	0	CC1CCN(C(=O)c2ccc(N(C)S(C)(=O)=O)cc2)CC1
.	4	.	.	.	-10	6	.	-1	CC(=O)NCc1c(Cl)cccc1-n1cccc1
.	-16	.	6	.	-8	2	2	2	Cc1sc(Nc2ccc([N+](=O)[O-])cc2)nc1-c1c(C)n(C)n(-c2ccccc2)c1=O
10	.	-9	82*	104	.	.	-5	.	Fc1ccc2[nH]c3c(N4CCSCC4)ncnc3c2c1
.	6	.	.	.	-6	0	.	29*	Cc1cc([N+](=O)[O-])c2[nH]c(C(=O)N/N=C/c3ccccc3C(=O)O)c(-c3ccccc3)c2c1
1[fluorescence artefact?]	.	-8	16	73[fluorescence artefact?]	.	.	-2	.	N#Cc1c(N)sc2c1CCCCCC2
-7[fluorescence artefact?]	-8	-11[fluorescence artefact?]	18	109	-5	0	-1	1	Cn1c(NCCCN2CCOCC2)nc2c1c(=O)n(Cc1ccc(Cl)c(Cl)c1)c(=O)n2C
3[fluorescence artefact?]	12	-8	-1	87	2	2	1	3	Cc1cnn(-c2cc(Oc3ccccc3)ncn2)c1
-3	.	1	2	115	.	.	-5	.	c1csc(-c2nc(-c3ccncc3)no2)c1
.	-15	.	.	.	-12	14	.	12	COc1ccc(Oc2nc(C)cc(C)c2S(=O)(=O)c2ccc(C)cc2)cc1
-2	1	6	-22	90	-9	-1	-4	0	COc1cc(C)c(Cl)cc1S(=O)(=O)n1cnc(C)c1
21	.	29[fluorescence artefact?]	31	87[fluorescence artefact?]	.	.	-1	.	O=C(NCCCN1CCN(Cc2ccccc2)CC1)C1CCN(c2nnc(-n3cccc3)s2)CC1
-4	-19	-6	.	125	-10	0	.	2	Cc1cc(C)nc(NCCCc2ccccc2)n1
-3	.	-6	5	99	.	.	1	.	Nc1ccc(Cl)cc1/C(=N/O)c1ccccc1
23	-24	9	-10	55	-6	-1	-2	-1	O=C1NCCCC2c3c(cc(Br)c(O)c3Br)OC12N1CCCCC1 (stereo not drawn)
1	-3	1	18	84	-7	7	1	0	CC1(C)SC(=S)N(Cc2ccc3c(c2)OCO3)C1N(O)C(=O)NC1CCCCC1 (stereo not drawn)
-12	-4	-20	.	101[fluorescence artefact?]	-10	3	.	0	CCOC(=O)c1oc2cc(O)cc(C)c2c(=O)c1-c1cscn1
7	-27	4	.	114	-4	5	.	5	Cc1cc(N2CCN(C)CC2)nc2ccc(NC(=O)CCC(=O)NCc3ccco3)cc12
-21[fluorescence artefact?]	-2	-25	.	99	-9	4	.	2	Cc1cccc(NCc2cc(Cl)ccc2O)n1
-1	10	3	-16	101[fluorescence artefact?]	-7	2	-1	3	Cc1nnc(NC(=O)Oc2ccccc2)s1
.	-43	.	4	.	-9	1	-1	2	Cc1ccc(C)c(NC(=O)CCC(=O)N/N=C/c2ccc[nH]2)c1
-10	7	-23	-20	98	-6	2	1	0	COc1ccc(OC)c(NC(=O)CSc2nc(N)c(-c3ccccc3)c(=O)[nH]2)c1
-21[fluorescence artefact?]	-26	-21	.	126	-15	2	.	0	COc1cccc2cc(C(=O)N3C(C)CCCC3C)c(=O)oc12 (stereo not drawn)
2	2	1	-5	115[fluorescence artefact?]	-10	7	0	6	CN1CCN(S(=O)(=O)c2ccc(NC(=O)c3ccc(Br)o3)cc2)CC1

# 3 entries already listed, arranged by molecular weight, rising.
ERb coact inh	Plk1 PBD FP	ERa coact inh	Mac1 fbg inh	ERa SRC1 pot	PLK1 inh	Rev-RRE block	Mac1 fbg enh	FAK blocker	mol
-21[fluorescence artefact?]	-2	-25	.	99	-9	4	.	2	Cc1cccc(NCc2cc(Cl)ccc2O)n1
.	-15	.	.	.	-12	14	.	12	COc1ccc(Oc2nc(C)cc(C)c2S(=O)(=O)c2ccc(C)cc2)cc1
2	2	1	-5	115[fluorescence artefact?]	-10	7	0	6	CN1CCN(S(=O)(=O)c2ccc(NC(=O)c3ccc(Br)o3)cc2)CC1

# (further entries)
ERb coact inh	Plk1 PBD FP	ERa coact inh	Mac1 fbg inh	ERa SRC1 pot	PLK1 inh	Rev-RRE block	Mac1 fbg enh	FAK blocker	mol
.	-2	.	-9	.	-11	8	2	1	Cc1onc(-c2c(F)cccc2Cl)c1C(=O)OCC(=O)NC(c1ccccc1)c1ccccc1
-2	-17	-4[fluorescence artefact?]	-4	105	-14	7	2	-3	COc1cc(C2C3C(=O)N(c4ccccc4)C(=O)C3ON2c2ccccc2)cc(OC)c1OC (stereo not drawn)
11[fluorescence artefact?]	1	6	-11	116	-6	-3	-4	-6	COc1ccc(NC(=O)CS(=O)CC(=O)Nc2ccc(OC)c(OC)c2)cc1 (stereo not drawn)
-3	-23	-9	.	117	-12	4	.	0	O=C(CCCN1Cc2ccccc2C1)c1ccc(F)cc1
-19	4	-3	-2	122	-7	0	-7	-4	O=C(NCCN1CCOCC1)c1cc(-c2ccc(Cl)cc2)on1
3[fluorescence artefact?]	-9	3	-9	121[fluorescence artefact?]	-2	7	-1	-2	CC(=O)c1c(C)nc2nonc2c1N
-2	0	-5	4	111	-10	7	-4	-1	O=C(CN1C2=NCCN2c2ccccc21)c1ccco1
.	0	.	.	.	-12	13	.	-2	O=c1c(Cl)nc2cc(Cl)ccc2n1CCNc1ncc(C(F)(F)F)cc1Cl
50[fluorescence artefact?]	.	75*[fluorescence artefact?]	6	49[fluorescence artefact?]	.	.	0	.	O=c1c2cc(N3CCOCC3)ccc2[nH]c(=S)n1CCCN1CCCCCC1
-13	-34	-10	-25	117[fluorescence artefact?]	-9	-1	-2	-3	CCOC(=O)N1CCN(C(=O)CSc2nnc(Cc3cccn3C)n2CCc2ccccc2)CC1
-5	-26	-8	-7	106	-7	6	0	-4	O=C1CCCC(=NCc2ccco2)C1
-19	-8	-29	16	97	-3	10	-2	4	CCn1cc(C2=NOC(C(=O)Nc3ccccc3C(=O)OC)C2)c(C)n1 (stereo not drawn)
-9	34	3	.	102	0	3	.	-6	COC(=O)Cc1cc(=O)n2[nH]c(C(F)(F)F)nc2n1
-8	-19	-3[fluorescence artefact?]	20	114[fluorescence artefact?]	-4	10	0	5	COC(=O)COc1ccc(Oc2nc(SC)nc(N(C)C)n2)nn1
-5	0	2	-21	104	-2	2	-2	-11	Cc1ccc(NC(=O)COC(=O)c2ccn(C)n2)cc1
2[fluorescence artefact?]	8	7[fluorescence artefact?]	7	111	-18	1	11	-8	Cc1cccc(C)c1NC(=O)CSc1nnc(-c2ccoc2C)n1CCc1ccccc1
1[fluorescence artefact?]	6	-3	0	112	-9	10	-4	6	Brc1ccc(Oc2nsnc2N2CCOCC2)cc1
-2	15	4	12	98	-12	10	-1	1	Cc1ccc(OC(=O)COc2ccccc2)c(-n2nc3ccccc3n2)c1
-13	10	-6	-9	114	-9	3	-5	0	CC(=O)N1CCc2cc(Br)cc(S(=O)(=O)N3CCN(c4ccccn4)CC3)c21
-3	-16	-3[fluorescence artefact?]	2	81	51*	-1	3	0	Cc1noc(C)c1Cn1nc(C(=O)O)c2ccccc2c1=O
-3	12	-2	4	106	-4	4	-4	-1	CC(C)SCc1nc2ccccc2[nH]1
-5	3	0	-5	112	-7	6	0	-2	COc1ccc(C(=O)Nc2ccc(Cl)c(Cl)c2)c(OC)n1
-1[fluorescence artefact?]	-24	1[fluorescence artefact?]	-4	111	-5	2	0	2	CC1CCN(CC(C)CNC(=O)c2cc(-c3ccccn3)nc3ccccc23)CC1 (stereo not drawn)
-8	-1	-4	-10	118	-9	2	-3	2	CCOc1ccc(C(=O)N2CCCC2)cc1OC
-14	8	-18	-6	102	10	15	10	13	COC(=O)c1c(C)oc2ccc(NS(=O)(=O)c3cc(OC)ccc3OC)cc12
-11	-12	11	23	107	-4	1	-6	3	CC(Cc1cccs1)NC(=O)Nc1cccc(Cl)c1 (stereo not drawn)
11	-7	6	.	82	-8	1	.	-1	CCCCOC(=O)Nc1cccc(C(=O)OCC)c1
-10	-3	-1	3	91	-2	6	8	-8	CCOC(=O)c1ccc(NCc2ccc(N(C)C)cc2)cc1
-8	1	2	.	87	-6	7	.	-3	CCCCC(=O)NC(=S)NNC(=O)CC
-3	25	-4	-7	118	-4	5	0	3	O=C(c1cccs1)N1CCN(C/C=C/c2ccccc2)CC1
-9	.	-6	14	121	.	.	-4	.	Cc1nnc(SCC(=O)Nn2cnnc2)s1
-2	20	-8	.	95	-2	3	.	2	CCc1c(C)nc(N)n2c(SCC(=O)Nc3ccccc3)nnc12
.	12	.	-12	.	-17	4	60	-2	CC(=O)NC(=S)Nc1ccc(-c2nc3ccc(C)cc3s2)cc1
-3	.	-7	-4	111	.	.	1	.	NC(=O)CCn1nc(-c2ccccc2)c2ccccc2c1=O
3	-9	-5	-18	122	-9	5	6	-1	CCSc1nnc(NC(=O)CSc2nnc(Cc3cccn3C)n2-c2ccc(C)cc2)s1
-7	10	-11	-18	134	-4	0	0	-1	COc1ccc(C(=O)Nc2cccc(C)c2)cc1S(=O)(=O)N1CCOCC1
18	-8	-2	98	102	-11	-23	-8	-1	CCOC(=O)C1=C(Cc2ccc(OC)cc2)C(=O)c2ccccc2C1=O
0[fluorescence artefact?]	19	10[fluorescence artefact?]	-7	104	1	2	-4	0	COc1ccc(Nc2nc(C)cc(=O)[nH]2)cc1
-6	27	-1	.	117	-6	9	.	-1	CCN(CC)C(=O)CSc1ncnc2c1cnn2-c1ccccc1
7	-2	-4	14	98	-8	9	3	1	C=CCNC(=O)c1ccccc1NC(=O)c1cccc2ccccc12
-5	-19	3	-21	113	-9	12	-2	1	CC(=O)Nc1cccc(Cn2cccn2)c1
-5	.	-4	16	96	.	.	1	.	O=C(O)CC(CNS(=O)(=O)c1ccccc1)c1ccccc1 (stereo not drawn)
.	20	.	.	.	-6	12	.	2	Cc1ccc(N(Cc2ccc([N+](=O)[O-])cc2)C(=O)c2ccco2)cc1
-12	41	-4	-12	116[fluorescence artefact?]	-13	1	-3	-1	CS(=O)(=O)Nc1ccc(C(=O)N2CCCC2)cc1
8[fluorescence artefact?]	8	2	.	95	-9	-1	.	2	Cc1cc(NC(=O)c2ccco2)ccc1NC(=O)Cc1cccs1
16	-24	1	-24	92	-1	11	0	1	Cc1nnc(SCc2ccccc2)nc1/C=C/NOCc1ccc(Cl)cc1Cl
0	-4	-8	.	115	-4	6	.	-4	CNC(=O)/C(C#N)=c1\s/c(=C/C(=O)OC)c(=O)n1-c1ccccc1
.	10	.	3	.	-16	5	-2	-1	Cc1cc(CN2CCCCC2)oc1C(=O)O
2	-16	-1	.	90	-2	10	.	-3	CC(C)n1c(/N=C/c2c[nH]c3ccccc23)nc2ccccc21
2	19	-3	-4	98	-4	2	-1	-1	COc1ccc(C(=O)N2CCC(C(=O)Nc3ccc4c(c3)OCCO4)CC2)cc1

# Compound activity (PubChem BioAssay)
